TDP1 cell CPT = growth inhibition of DT40 Tdp1-/-;hTDP1 cells with camptothecin (screen for TDP1 inhibitors). Potency, µM (highest dose often 46.2 µM), without a hit: at the top dose activity change, negative = growth inhibition, hits mostly inhibitors. chicken DT40 Tdp1-/-;hTDP1 cells + 20 nM CPT, ATP luminescence, 48 h. actives 12% (n = 420,000); note: nearly all actives have a fitted effect of over 55% in size
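Chicken DT40 Tdp1-/- cells stably complemented with human TDP1 were seeded at 400 cells/well in medium containing 20 nM camptothecin, exposed to pin-transferred compounds, and grown at 37 °C for at least 48 hr. Viability was read as ATP luminescence.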
KAT2A inh = GCN5L2 (KAT2A) acetyltransferase inhibition; Q92830; GCN5L2 HAT assay, ThioGlo1 CoA-SH fluorescence; Potency, µM (top dose mostly 58.9 µM), for inactives: at the top dose activity change, negative = inhibition, most hits filed as inhibitors; actives 0.21% (n = 390,000); AID 504327
Target sequence (Q92830 whole entry, looked up): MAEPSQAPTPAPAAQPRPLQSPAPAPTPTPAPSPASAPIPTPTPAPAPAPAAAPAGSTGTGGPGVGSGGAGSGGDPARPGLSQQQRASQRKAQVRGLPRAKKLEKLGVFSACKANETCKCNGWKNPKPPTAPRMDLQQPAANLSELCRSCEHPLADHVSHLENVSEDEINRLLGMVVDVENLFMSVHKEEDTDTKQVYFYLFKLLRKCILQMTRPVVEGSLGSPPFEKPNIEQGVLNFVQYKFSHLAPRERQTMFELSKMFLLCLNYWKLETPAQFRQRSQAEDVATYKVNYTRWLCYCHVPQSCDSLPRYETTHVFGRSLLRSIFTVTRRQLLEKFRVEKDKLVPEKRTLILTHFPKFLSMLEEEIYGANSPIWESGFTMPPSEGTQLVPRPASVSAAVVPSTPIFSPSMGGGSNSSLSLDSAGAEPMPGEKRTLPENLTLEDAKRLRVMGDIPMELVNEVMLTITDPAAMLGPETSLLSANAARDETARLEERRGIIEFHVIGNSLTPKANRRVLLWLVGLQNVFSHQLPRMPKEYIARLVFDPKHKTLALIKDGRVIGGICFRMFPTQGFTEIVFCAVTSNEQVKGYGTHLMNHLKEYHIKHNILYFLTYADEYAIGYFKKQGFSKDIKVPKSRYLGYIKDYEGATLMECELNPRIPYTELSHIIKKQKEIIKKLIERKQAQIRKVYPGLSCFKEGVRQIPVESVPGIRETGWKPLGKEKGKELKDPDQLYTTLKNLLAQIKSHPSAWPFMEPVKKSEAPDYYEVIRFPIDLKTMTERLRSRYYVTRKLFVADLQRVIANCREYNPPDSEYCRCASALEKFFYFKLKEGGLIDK
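Titration-based screen in which CoA formation is detected via maleimide probe ThioGlo1 (50uM) turning fluorescent on thiol reaction; substrates H3(1-25) 75uM and acetyl-CoA 70uM, GCN5L2 20nM, 20 min incubation at room temperature.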
TDP1 cell noCPT = qHTS for Inhibitors of human tyrosyl-DNA phosphodiesterase 1 (TDP1): qHTS in cells in absence of CPT | DT40 Tdp1-/- hTDP1 cells, no CPT, ATP luminescence, 48 h | actives 15% (n = 420,000) | Potency, µM (doses to about 46.2 µM), for the others: at the highest dose activity change, negative = growth inhibition, most hits filed as inhibitors; note: nearly all actives have a fitted effect of over 55% in size
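A cellular qHTS used chicken DT40 cells lacking endogenous Tdp1 but carrying stably transfected human TDP1. Compounds were applied without camptothecin, and cell growth kinetics were judged by ATP-dependent luminescence after ≥48 hr.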
* hit, by the source's call; u = inconclusive; x = not tested or not shown; [ ] = remark or other dose. Calls come from the whole dose curve; as a rule, active = well fitted curve in the direction sought with a large enough effect; inconclusive = small, poorly fitted or top-dose-only effect, or another doubt; inactive = no such curve, though single readings can be large; an effect the other way counts as inactive or inconclusive. % is set by controls: 0 for no effect and ±100 for the full control effect; potency is the fitted concentration of half-maximal effect.

Below each compound – TDP1 cell CPT, KAT2A inh, TDP1 cell noCPT
COC(=O)C(NS(=O)(=O)c1ccc(N2CCCC2=O)cc1)c1ccccc1 (stereo not given)
  -1%, -9%, 6%
CC(=O)Nc1cccc(Oc2nc(C(F)(F)F)nc3ccccc23)c1
  u, 0%, u
O=C(COC(=O)COc1ccccc1F)NC1CC1
  8%, -1%, -3%
COc1ccc(CCN(C)CCN2C(=O)c3ccccc3C2=O)cc1OC
  1%, 1%, -23%
Cc1cc(NC(=O)CSCC(=O)NCc2cccc(C(F)(F)F)c2)no1
  -18%, -19%, -21%
COc1ccc(NC(=O)C(c2ccc(C)cc2)N(C)C(=O)CNC(C)=O)cc1 (stereo not given)
  1%, 0%, -1%
COc1ccc(-n2c(C)nn(CCOc3ccccc3)c2=O)cc1
  6%, -12%, -14%
COc1ccc(Cc2c(C)nn(-c3nc(C)c(C(=O)Nc4cccc(C(C)=O)c4)s3)c2C)cc1
  9.2µM*, -1%, 12µM*
O=C(CSc1nnc(-c2ccccc2)n1-c1ccccc1)c1cccs1
  u, 0%, 12µM*
O=C(NC(=O)c1cccc(F)c1)Nc1ccc(-c2cc(C(F)(F)F)nn2-c2ccccc2)cc1
  -23%, -1%, -23%
CCc1cc2c(cc3c(=O)n(CC(=O)NCCc4ccc(OC)cc4OC)nc(CC)n32)s1
  2%, -1%, -27%
CCOC(=O)Nc1ccc(OC(=O)Oc2ccc(NC(=O)OCC)cc2)cc1
  -26%, x, -14%
C=CCNC(=S)/N=c1/ccccn1CCC
  u, -5%, 23µM*
CCNc1nc(NC(C)C)nc(NS(=O)(=O)c2ccc(C)cc2)n1
  -8%, -9%, -23%
O=C1C=C(N(CCO)CCO)C2(CCCCC2)O1
  -5%, 2%, 13%
COC(=O)[C@]1(C)N[C@H](CN(C)C(=O)c2ccccc2)[C@@H]2C(=O)N(C)C(=O)[C@@H]21
  -13%, -3%, -12%
CC(C)C[C@H]1CN(CCCC[C@@H]2CNC(=O)C(=O)N2Cc2ccccc2)C(=O)C(=O)N1Cc1ccccc1
  2%, x, -8%
O=C(NC1CCOC1=O)c1ccccc1 (stereo not given)
  2%, x, 0%
Cc1cc(C)c(S(C)(=O)=O)c(S(=O)(=O)c2ccc(Cl)cc2)n1
  22%, 2%, -15%
COc1cccc(NC(=O)CN(C)C(=O)CCC(=O)c2cc(C)sc2C)c1
  -26%, u, -29%
COc1cccc(Nc2ncc3nc(C)c(=O)n(C[C@H]4CCCO4)c3n2)c1
  -7%, -11%, -9%
COc1ccc(N(C)S(=O)(=O)c2ccc3c(c2)n(C)c(=O)c(=O)n3C)cc1
  -5%, -9%, -7%
CN=C1N(C)C[C@@H]2[C@@H]3C(=O)N(Cc4ccccc4)C(=O)[C@@H]3[C@](Cc3ccccc3)(C(=O)OC)N12
  -4%, -3%, -6%
Cc1ccc(S(=O)(=O)n2nc(-c3ccc(Cl)cc3)nc2NCc2ccco2)cc1
  u, -10%, u
Cc1cc(C(=O)Nc2nc3ccc(S(C)(=O)=O)cc3s2)c(C)o1
  u, -16%, -26%
CC/C=C/C(=O)N1CC2(CC(c3cccc(NC(=O)CCCCC)c3)=NO2)C[C@H]1C(N)=O (stereo not given in full)
  6%, -4%, 0%
COC(=O)c1cc(C#N)c(NCc2ccccc2)nc1C
  u, -3%, 16µM*
CCC(C)NC(=O)CSc1nnc(-c2cc(-c3cccs3)nc3ccccc23)o1 (stereo not given)
  u, -6%, 18µM*
Cc1ccc(-c2cn3c(n2)sc2cc(C(=O)NCCC4=CCCCC4)ccc23)cc1
  -9%, -3%, -27%
Cc1ccc(SCC(=O)Nc2nncs2)cc1
  -23%, x, 0%
O=C(NCc1ccccn1)C(=O)NCC(c1ccco1)N1CCN(c2ccc(F)cc2)CC1 (stereo not given)
  u, -3%, u
CCOc1ccc(-n2c(SC(C)C(=O)OC)nc3c(c2=O)SCC3)cc1 (stereo not given)
  -12%, x, -9%
CCc1nccn1S(=O)(=O)c1ccccc1[N+](=O)[O-]
  5%, -2%, 3%
COc1cc(CNCc2ccc(C(=O)O)cc2)ccc1OCc1ccc(F)cc1
  -14%, -2%, 7%
Cc1cc(C)c2nc(N3CCC(C(=O)NCCCN4CCCC4=O)CC3)sc2c1
  -24%, 1%, u
Cc1ccc(CNC(=O)c2ccc(CSCc3cccc(C)c3)o2)cc1
  -21%, 2%, u
C=CCn1c(SCc2csc(-c3ccc(Cl)cc3)n2)nnc1-c1ccccc1OC
  23µM*, -5%, u
O=C(NC1CCCCC1)C(c1ccc2ncccc2c1)N(Cc1ccccc1)C(=O)c1cccs1 (stereo not given)
  u, 0%, 18µM*
Cc1ccsc1C(=O)N/N=C/c1ccc2c(c1)OCO2
  u, -6%, u
COc1cc(C)c(C)cc1S(=O)(=O)n1c(C)nc2ccccc21
  u, -8%, u
COC(=O)[C@]12CCCCC=C1N(Cc1ccc(Cl)cc1Cl)C(=O)[C@H](CC(=O)NCc1cccc3ccccc13)C2
  u, x, u
O=C(NNC1=NCCCCC1)Nc1ccc(Cl)cc1
  39%[activator], -2%, -23%
COc1cc(NC(=O)Cn2nc3c(cc2=O)CC(C)CC3)cc(OC)c1OC (stereo not given)
  -15%, 0%, -26%
CC1CCc2sc3nc(N4CCN(CCO)CC4)n4ncnc4c3c2C1 (stereo not given)
  8%, -7%, -12%
c1ccc(CCc2nc(-c3ccc(-n4cccc4)cc3)no2)cc1
  -21%, -19%, -25%

Full records, quoted from the list. Order of screens: TDP1 cell CPT	KAT2A inh	TDP1 cell noCPT
Profile of `Cc1cc(C)c2nc(N3CCC(C(=O)NCCCN4CCCC4=O)CC3)sc2c1` : -24%	1%	u
Profile of `CCOc1ccc(-n2c(SC(C)C(=O)OC)nc3c(c2=O)SCC3)cc1` (stereo not given) : -12%	x	-9%
Profile of `c1ccc(CCc2nc(-c3ccc(-n4cccc4)cc3)no2)cc1` : -21%	-19%	-25%
Profile of `COC(=O)[C@]12CCCCC=C1N(Cc1ccc(Cl)cc1Cl)C(=O)[C@H](CC(=O)NCc1cccc3ccccc13)C2` : u	x	u
Profile of `O=C(NC1CCCCC1)C(c1ccc2ncccc2c1)N(Cc1ccccc1)C(=O)c1cccs1` (stereo not given) : u	0%	18µM*

The results go on:
Below each compound – TDP1 cell CPT, KAT2A inh, TDP1 cell noCPT
CC(C)(C)c1ccc(/C=C/C(=O)Nc2ncccn2)cc1
  -29%, 3%, u
CCOc1ncccc1C(=O)Nc1cc(C(F)(F)F)ccc1N1CCOCC1
  -27%, -8%, u
Cc1nc2cncnc2n(C2CC2)c1=O
  0%, -5%, 3%
COc1ccc(CNC(=O)CCCn2ncn3c(cc4occc43)c2=O)cc1
  -3%, -4%, -6%
O=C(N/C(=C/c1cccc([N+](=O)[O-])c1)C(=O)N1CCOCC1)c1ccccc1Br
  -2%, -2%, -7%
CCCN(CCC)C(=O)c1ccc2c(c1)OCO2
  -30%, -7%, -29%
COc1ccc(/C=N/NC(=O)c2ccccc2O)cc1Cn1cc([N+](=O)[O-])cn1
  -4%, -1%, 3%
COc1cccc2sc(N(CCN(C)C)C(=O)/C=C/c3cccs3)nc12
  u, -7%, 21µM*
CN1CCN(C(=O)c2ccc3c(c2)S(=O)(=O)c2ccccc2C3=O)CC1
  u, -6%, 3%
Clc1ccc(OCc2nc(-c3ccncc3)no2)cc1
  u, 0%, u
COc1ccc(N(CC(=O)NCc2ccc(Cl)cc2)S(=O)(=O)c2c(C)n[nH]c2C)cc1
  2%, -4%, -16%
CC(C)(C)c1ccc(S(=O)(=O)NCC(=O)N2CCN(Cc3ccccc3)CC2)cc1
  u, -20%, u
CC(=O)N1CCC2(CC1)CN(Cc1ccccc1)C2
  7%, -10%, -1%
O=C(c1cc(Br)c(Br)s1)N1CCN(C/C=C/c2ccccc2)CC1
  4%, -7%, -16%
COc1cccc(NC(=S)NC(=O)/C=C/c2ccco2)c1
  18µM*, -13%, 15µM*

Already shown: entries from further up.
Below each compound – TDP1 cell CPT, KAT2A inh, TDP1 cell noCPT
CC(C)(C)c1ccc(/C=C/C(=O)Nc2ncccn2)cc1
  -29%, 3%, u
CCOc1ncccc1C(=O)Nc1cc(C(F)(F)F)ccc1N1CCOCC1
  -27%, -8%, u
Cc1nc2cncnc2n(C2CC2)c1=O
  0%, -5%, 3%

Next results
Below each compound – TDP1 cell CPT, KAT2A inh, TDP1 cell noCPT
O=[N+]([O-])c1ccccc1S(=O)(=O)Nc1ccc(-c2ccc(N3CCOCC3)nn2)cc1
  -28%, -10%, -16%
O=C(c1sc(N2CCOCC2)nc1-c1ccccc1)N1CCCCC1
  -23%, -2%, u
Clc1ncccc1-c1nc2ccccc2s1
  19%, 0%, -10%
CCOc1ccc(OCC)c(S(=O)(=O)NC2CC(C)(C)NC(C)(C)C2)c1
  -12%, -3%, -19%
Cc1ccc2onc(CC(=O)N(C)c3ccccc3)c2c1
  u, -9%, u
CCC(C)C(=O)N1c2ccccc2C(=C2SC(C(=O)OC)=C(C(=O)OC)S2)C(=S)C1(C)C (stereo not given)
  11µM*, -5%, 13µM*
Cc1ccc(C)c(Oc2nc3c(c(=O)n(C)c(=O)n3C)n2Cc2ccccc2)c1
  u, -17%, u
CCOC(=O)Cc1csc(SCC(=O)/C(C#N)=C(\C)N)n1
  -5%, -1%, -20%
CCOC(=O)c1ccccc1NC(=O)/C=C/c1cc(OC)c(OC)c(OC)c1
  -20%, -21%, 6.5µM*
Cc1ccc(OC(=O)CCC(=O)Nc2ccc(C(N)=O)cc2)cc1
  28%, x, -16%
CN(C(=O)c1ccncc1)C1CCCCC1
  0%, -5%, -8%
S=C(NCCc1ccccc1)Nc1ccc(Nc2ccccc2)cc1
  16µM*, -10%, u
O=C1c2ccccc2C(=O)N1c1ccc(Br)c2cccnc12
  3%, 2%, -17%
COc1cc(C2(c3ccc(O)c(OC)c3)C(=O)N(C)c3ccc(Br)cc32)ccc1O
  2%, x, -15%
O=C(O)C1C2C=CC3(CN(Cc4ccccn4)C(=O)C13)O2 (stereo not given)
  -2%, -23%, -2%
CCN(CC)S(=O)(=O)c1ccc(Cl)c(C(=O)Nc2ccc(Cl)cc2[N+](=O)[O-])c1
  5.8µM*, -13%, 4.6µM*
CSCCC(NC(N)=O)C(=O)NCc1cccc(Cl)c1 (stereo not given)
  -4%, 0%, 2%
COc1ccc(OCCC(=O)NCc2ccccc2)cc1
  1%, 0%, -2%
C=Cc1ccc(Cn2c(C(=O)O)c(CNCc3cccs3)c3ccc(C)cc32)cc1
  u, -8%, u
O=C(NC(=S)Nc1ccc2oc(=O)ccc2c1)c1ccccc1F
  3%, -1%, -11%
COc1ccc(CNC(=O)C(=O)NCc2ccncc2)cc1
  -10%, 3%, u
O=C1CC(c2ccccc2)CN1S(=O)(=O)c1ccccc1 (stereo not given)
  9%, -5%, -2%
COCCNC(=O)c1c(N)n(CCCn2ccnc2)c2nc3ccccc3nc12
  -9%, u, -15%
O=C(c1ccc(Cl)cc1)N(Cc1ccco1)C1CCS(=O)(=O)C1 (stereo not given)
  3%, -5%, -6%
Cc1ccc(Cl)cc1NC(=S)N(Cc1cccnc1)Cc1ccccc1Cl
  -12%, -14%, -25%
O=C(Cn1ncc2c(=O)oc3ccccc3c21)NCCC1=CCCCC1
  -23%, 0%, u
COc1ccc(-c2nc(CS(=O)CC(=O)NCCc3ccc(OC)c(OC)c3)c(C)o2)cc1 (stereo not given)
  -23%, -1%, -13%
C=CCOc1ccc(Cl)cc1-c1noc(-c2csc([C@H]3C[C@H](O)[C@@H](CO)O3)n2)n1
  u, x, u
CCOC(=O)CC1C(=O)NCCN1C(=O)Nc1ccc(Cl)cc1 (stereo not given)
  -13%, x, -21%
CC(C)C[C@H]1CNC(=S)N1CC1CCCN1C[C@H](Cc1ccc(O)cc1)N1C[C@H](Cc2ccccc2)N(CC2CCCCCC2)C1=S (stereo not given in full)
  u, x, 21µM*
COc1ccc(-c2nc(SCC(=O)NCc3nc4ccccc4n3C)n3[nH]c(=O)cc3n2)cc1
  -23%, 2%, -13%
CCS(=O)(=O)c1nc(S(=O)(=O)c2ccc(Cl)cc2)c(N2CCC(C(N)=O)CC2)s1
  10%, -6%, 14%
O=C(Nc1ccccc1)N1CCc2c([nH]c3ccccc23)C1C(F)(F)F (stereo not given)
  11%, 2%, u

Screening results deposited in PubChem BioAssay by National Center for Advancing Translational Sciences (NCATS).
